GLP1R inv ag: GLP-1 receptor (human) inverse agonism. P43220. HEK293 GLP-1R CRE-luciferase, luminescence, 24 h; GLP-1R form is constitutively active. Potency, µM (titrated, usually from 38.3 µM), inactives show top-dose activity change, negative = inhibition, actives largely listed as inhibitors. actives 1.6% (n = 410,000). AID 624417; note: % is set by controls: 0 for no effect and ±100 for the full control effect; nearly all actives have a fitted effect of over 55% in size
Target sequence (P43220 whole entry, looked up): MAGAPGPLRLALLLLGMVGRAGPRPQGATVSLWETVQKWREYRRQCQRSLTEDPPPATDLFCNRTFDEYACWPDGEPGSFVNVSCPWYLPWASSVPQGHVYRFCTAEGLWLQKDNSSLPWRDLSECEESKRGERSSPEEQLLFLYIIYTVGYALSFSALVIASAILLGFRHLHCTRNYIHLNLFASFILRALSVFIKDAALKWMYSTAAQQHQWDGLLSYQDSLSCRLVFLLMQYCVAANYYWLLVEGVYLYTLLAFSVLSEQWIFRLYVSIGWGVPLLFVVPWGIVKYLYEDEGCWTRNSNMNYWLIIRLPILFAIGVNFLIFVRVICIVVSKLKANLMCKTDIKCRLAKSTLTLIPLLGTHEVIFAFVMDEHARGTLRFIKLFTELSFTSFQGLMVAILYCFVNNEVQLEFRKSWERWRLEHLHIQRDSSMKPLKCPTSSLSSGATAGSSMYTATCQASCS
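HEK293 cells stably co-expressing a cAMP-responsive luciferase reporter and constitutively active GLP-1R were seeded, incubated 12 h, then exposed to compounds for 24 h at 37 C. Luminescence was read 12 min after detection reagent; inverse agonists lower signal.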
KB-V1 MDR tox: kills drug-selected multidrug resistant KB-V1 cells | Potency, µM (top dose mostly 46.1 µM), for the others: at the highest dose activity change, negative = cytotoxicity, actives largely listed as cytotoxic | AID 1347076 | KB-V1 MDR cells viability, CellTiter-Glo, 72 h | actives 3.4% (n = 400,000); note: % is set by controls: 0 for no effect and ±100 for the full control effect; nearly all actives have a fitted effect of over 60% in size
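Cells of the MDR subline KB-V1 are plated, dosed with compound at multiple concentrations, and incubated 72 h at 37 degrees C; CellTiter-Glo is then added and luminescence read after 10 min.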
HT1080 IDH1KD tx: toxicity to HT-1080 IDH1 knockdown cells (counter line) | HT-1080 IDH1 knockdown viability, ATP luminescence, 48 h | Potency, µM (series often up to 46.1 µM), for inactives: at the top dose activity, negative = toxicity, actives largely listed as cytotoxic | actives 2% (n = 360,000) | AID 686971;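 note: 0% = DMSO wells and -100% = cell-free medium wells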
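% activity derives from luminescence (CellTiter-Glo), normalised to DMSO and no-cell wells. HT-1080-IDH1KD cells, 750/well, had 48 h compound exposure at 37 °C.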
GLP1R cytotox: cytotoxicity in counter-screen for GLP-1R inverse agonists. HEK293 cAMP-luciferase reporter cells, luminescence, 24 h. Potency, µM (top dose mostly 38.3 µM), for inactives: at the top dose activity change, negative = inhibition, most hits filed as inhibitors. actives 0.13% (n = 410,000). AID 624418;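 note: loss of luciferase light is scored as toxicity; % is set by controls: 0 for no effect and ±100 for the full control effect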
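A 23 nL compound transfer followed 12 hours of cell culture at 37 deg C; exposure then lasted 24 hr. Luciferase assay detection reagent was dispensed and plates read for luminescence after a 12 min room-temperature wait.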
SW480 rereplic: inducers of DNA re-replication in SW480 colon cancer cells. SW480 DNA re-replication, Hoechst DNA content imaging, 48 h. Potency, µM (top dose mostly 46.1 µM), for inactives: at the top dose re-replication activation, actives largely listed as activators. AID 624297. actives 1.8% (n = 340,000); note: % of control where 0% means no effect; nearly all actives have a fitted effect of over 55% in size
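Hoechst fluorescence of nuclei (405 nm excitation, 500-530 nm emission) measured by plate-scanning imager after 48 hr compound exposure at 37 C; re-replication scored as increased number of nuclei with elevated intensity.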
HT1080NT lethal: kills 2HG-producing HT-1080-NT fibrosarcoma cells; HT-1080-NT fibrosarcoma viability, CellTiter-Glo ATP luminescence, 48 h; Potency, µM (series often up to 46.1 µM), inactives show top-dose activity, negative = less viability, actives largely listed as cytotoxic; actives 1.6% (n = 360,000); AID 686970;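 note: NT is the 2HG producing partner of a matched IDH1 knockdown line; 0% = DMSO-treated cells and -100% = media-only wells without cells; nearly all actives have a fitted effect of over 55% in size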
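750 cells/well, RPMI + 5% FBS; 2 h settle, compound pin-transfer, 48 h at 37 degrees C. CellTiter-Glo 10 min RT, luminescence. Normalized to DMSO and media-only wells.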
GLP1R ag: agonists of human GLP-1 receptor; actives 0.007% (n = 380,000); HEK293 GLP-1R CRE-luciferase, luminescence, 4-6 h; cells express a hypersensitive GLP-1R form; P43220; Potency, µM (highest dose often 45.6 µM), for inactives: top-dose activation, usual class: activators; note: % of control where 0% means no effect
TDP-43 yeast inh: TDP-43 toxicity inhibition in yeast; TDP-43 expressing yeast growth rescue, BacTiter-Glo, 24 h; Potency, µM (top dose mostly 46.1 µM), for inactives: at the highest dose growth rescue (activation), actives largely listed as activators; actives 1.8% (n = 410,000); AID 652104; note: % of control where 0% means no effect; nearly all actives have a fitted effect of over 50% in size
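In this qHTS, compounds that restore growth of yeast expressing TDP-43 appear as activators. Cells (OD600=0.02, galactose medium, raffinose-pregrown) are incubated with compound 24 hr at 30 deg C and growth is quantified by BacTiter-Glo.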
KB-3-1 cytotox: KB-3-1 parental cell cytotoxicity | KB-3-1 viability, CellTiter-Glo ATP luminescence, 72 h | Potency, µM (highest dose often 46.1 µM), inactives show at the highest dose activity change, negative = cytotoxic, usual class: cytotoxic | actives 1.4% (n = 400,000) | AID 1347075; note: % is set by controls: 0 for no effect and ±100 for the full control effect; nearly all actives have a fitted effect of over 60% in size
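Multi-concentration cytotoxicity screen in KB-3-1 cells grown in DMEM lacking phenol red with 10% FBS. After 72 h at 37 °C with compound, ATP-dependent luminescence was recorded.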
* = called active by the depositor; ? = inconclusive; · = not tested or not shown; [ ] = remark or other dose. Calls come from the whole dose curve; as a rule, active = well fitted curve in the direction sought with a large enough effect; inconclusive = small, poorly fitted or top-dose-only effect, or another doubt; inactive = no such curve, though single readings can be large; an effect the other way counts as inactive or inconclusive. Potency is the fitted concentration of half-maximal effect.

Fields: GLP1R inv ag	KB-V1 MDR tox	HT1080 IDH1KD tx	GLP1R cytotox	SW480 rereplic	HT1080NT lethal	GLP1R ag	TDP-43 yeast inh	KB-3-1 cytotox
[1] CCCc1[nH]c(=O)c(C#N)c2c1CCCC2
→ 0.0%	-0.2%	-17.8%	0.3%	-14.6%	-17.6%	19.4%	-22.5%	2.9%
[2] C=CCn1c(SCC(=O)c2c(N)n(C3CC3)c(=O)[nH]c2=O)nnc1-c1ccccc1OC
→ -15.3%	1.4%	-0.6%	-2.2%	-24.4%	-8.8%	3.2%	-10.6%	-5.1%
[3] Cn1c(=O)oc2cc(S(=O)(=O)N3CCN(C(=O)c4ccco4)CC3)ccc21
→ 30.8%[activator]	-3.2%	0.8%	4.1%	-9.5%	3.3%	-4.3%	10.9%	-17.5%
[4] Cc1ccc(C(=O)N2CCN(c3ccc(NC(=O)c4cc(C)cc(C)c4)cc3)CC2)cc1
→ 14.7%	9.6%	9.5%	-16.3%	0.2%	3.5%	0.2%	17.9%	21.4%
[5] COCCNC(=O)C1(C)CCN(Cc2ccc3ccccc3c2Br)C1 (stereo not given)
→ 4.7%	-2.7%	17.3%	2.4%	·	-3.1%	-4.6%	13.3%	0.0%
[6] Cc1cc(C)n(S(=O)(=O)c2ccc(C)c(C)c2)n1
→ 19.0%	15.2%	9.0%	2.2%	-4.6%	8.0%	-7.8%	-5.0%	-7.7%
[7] Cc1[nH]n(-c2ncc(-c3ccccc3)s2)c(=O)c1C(c1ccc(Cl)cc1)C(C#N)C#N (stereo not given)
→ ?	?	7.7%	-23.6%	-0.5%	6.6%	-28.2%	?	10.4%
[8] C=CCc1cccc(C=Nc2cc(Br)ccc2O)c1O
→ ?	?	?	6.4%[1.53 µM]	16.9%	-27.7%	-3.7%	5.6%	-2.0%
[9] CCOC(=O)c1c(C)[nH]c(C)c1C(=O)CSc1nnnn1-c1ccccc1
→ -20.6%	?	-6.4%	2.6%	7.8%	-7.3%	12.7%	6.2%	1.5%
[10] COCCCNC(=O)Cn1c(=O)n(CC(=O)N2CCCCC2)c(=O)c2sccc21
→ 14.0%	0.0%	-1.7%	-18.7%	-3.5%	-2.0%	-3.6%	9.4%	0.6%
[11] Cc1cccc(C)c1OCc1n[nH]c(=S)n1-c1ccccc1
→ 2.5%	24.6%	3.1%	-5.1%	20.0%	6.0%	-5.4%	29.9%	5.3%
[12] CCCCN(CC)CCNC(=O)c1[nH]c(C)c(C(C)=O)c1C
→ -9.7%	-6.0%	11.2%	8.8%	-3.3%	12.7%	-6.5%	9.0%	-0.2%
[13] COc1ccc(C(=O)NCC(=O)OCC(=O)NC2CCCC2)cc1
→ 5.3%	6.3%	8.7%	-2.7%	0.3%	2.7%	10.1%	-13.0%[0.397 µM]	4.0%
[14] CCOC(=O)c1ccc(NC(=O)/C(C#N)=C/c2ccc(OC)cc2)cc1
→ -2.1%	11.8%	·	-0.6%	·	·	·	26.2%	?
[15] CCOc1ncccc1C(=O)N1CCN(S(=O)(=O)c2ccc(Br)cc2Cl)CC1
→ -3.4%[7.66 µM]	?	7.1%	6.8%[7.66 µM]	-1.5%	-7.3%	0.4%	-11.9%	?
[16] N#Cc1ccccc1NC(=O)COC(=O)c1ccc2c(c1)OCO2
→ 7.2%	8.4%	0.0%	-7.2%	-4.2%	1.7%	13.5%	16.2%	8.1%
[17] O=c1c(N2CCN(c3ccc(F)cc3)CC2)csc2ccc(F)cc12
→ -9.3%	30.6%	·	5.2%	·	·	·	-15.8%	9.8%
[18] COc1cccc(N2CCN(C(=O)Cn3c(-c4cccs4)cc4ccccc43)CC2)c1
→ ?	?	·	5.1%	·	·	·	24.1%	-20.5%
[19] COc1ccc(S(=O)(=O)NC(CC(=O)NC2CCCC2)c2ccco2)cc1 (stereo not given)
→ 1.7%	24.7%	13.2%	-11.0%	-2.2%	7.1%	1.2%	10.3%	8.7%
[20] Cc1cccc(N/N=C(\C#N)S(=O)(=O)C(C)(C)C)c1
→ -4.1%	-21.1%	-2.4%	-0.9%	-0.1%	-5.7%	0.0%	27.9%	3.4%
[21] O=[N+]([O-])c1ccc(S(=O)(=O)Nc2nnc(C(F)(F)F)s2)cc1
→ ?	?	-5.8%	6.3%	?	-1.2%	-0.1%	2.8%	-4.0%
[22] CCOC1=C2[C@@H](CN(S(=O)(=O)c3ccc(C)cc3)[C@H]2c2ccccc2Cl)[C@H]2C(=O)NC(=O)[C@H]2C1
→ 8.7%	8.3%	-1.5%	0.6%	·	15.4%	6.8%	14.2%	0.1%

Entries of single compounds, looked up by structure:
Cc1cccc(C)c1OCc1n[nH]c(=S)n1-c1ccccc1 across the screens: GLP1R inv ag = 2.5%; KB-V1 MDR tox = 24.6%; HT1080 IDH1KD tx = 3.1%; GLP1R cytotox = -5.1%; SW480 rereplic = 20.0%; HT1080NT lethal = 6.0%; GLP1R ag = -5.4%; TDP-43 yeast inh = 29.9%; KB-3-1 cytotox = 5.3%
CCOc1ncccc1C(=O)N1CCN(S(=O)(=O)c2ccc(Br)cc2Cl)CC1 across the screens: GLP1R inv ag = -3.4%[7.66 µM]; KB-V1 MDR tox = ?; HT1080 IDH1KD tx = 7.1%; GLP1R cytotox = 6.8%[7.66 µM]; SW480 rereplic = -1.5%; HT1080NT lethal = -7.3%; GLP1R ag = 0.4%; TDP-43 yeast inh = -11.9%; KB-3-1 cytotox = ?

7 entries already listed, sorted by length of the SMILES, largest number first.
Fields: GLP1R inv ag	KB-V1 MDR tox	HT1080 IDH1KD tx	GLP1R cytotox	SW480 rereplic	HT1080NT lethal	GLP1R ag	TDP-43 yeast inh	KB-3-1 cytotox
[22] CCOC1=C2[C@@H](CN(S(=O)(=O)c3ccc(C)cc3)[C@H]2c2ccccc2Cl)[C@H]2C(=O)NC(=O)[C@H]2C1
→ 8.7%	8.3%	-1.5%	0.6%	·	15.4%	6.8%	14.2%	0.1%
[18] COc1cccc(N2CCN(C(=O)Cn3c(-c4cccs4)cc4ccccc43)CC2)c1
→ ?	?	·	5.1%	·	·	·	24.1%	-20.5%
[21] O=[N+]([O-])c1ccc(S(=O)(=O)Nc2nnc(C(F)(F)F)s2)cc1
→ ?	?	-5.8%	6.3%	?	-1.2%	-0.1%	2.8%	-4.0%
[14] CCOC(=O)c1ccc(NC(=O)/C(C#N)=C/c2ccc(OC)cc2)cc1
→ -2.1%	11.8%	·	-0.6%	·	·	·	26.2%	?
[17] O=c1c(N2CCN(c3ccc(F)cc3)CC2)csc2ccc(F)cc12
→ -9.3%	30.6%	·	5.2%	·	·	·	-15.8%	9.8%
[16] N#Cc1ccccc1NC(=O)COC(=O)c1ccc2c(c1)OCO2
→ 7.2%	8.4%	0.0%	-7.2%	-4.2%	1.7%	13.5%	16.2%	8.1%
[11] Cc1cccc(C)c1OCc1n[nH]c(=S)n1-c1ccccc1
→ 2.5%	24.6%	3.1%	-5.1%	20.0%	6.0%	-5.4%	29.9%	5.3%
